High-throughput results: PubChem, several laboratories
GALR2 antag: GALR2 antagonists in receptor-expressing cells, primary screen; inhibition, % at 4 µM; AID 828, 2007; antagonist mode; 140,000 compounds, 0.39% hits; Galanin receptor type 2 (Homo sapiens), O43603; in the data active means inhibition above about 27%;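 further: cells stimulated with galanin 1-16 at roughly its EC80; 0% = agonist challenge control and 100% = basal control without agonist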
Target sequence (O43603 whole entry, looked up): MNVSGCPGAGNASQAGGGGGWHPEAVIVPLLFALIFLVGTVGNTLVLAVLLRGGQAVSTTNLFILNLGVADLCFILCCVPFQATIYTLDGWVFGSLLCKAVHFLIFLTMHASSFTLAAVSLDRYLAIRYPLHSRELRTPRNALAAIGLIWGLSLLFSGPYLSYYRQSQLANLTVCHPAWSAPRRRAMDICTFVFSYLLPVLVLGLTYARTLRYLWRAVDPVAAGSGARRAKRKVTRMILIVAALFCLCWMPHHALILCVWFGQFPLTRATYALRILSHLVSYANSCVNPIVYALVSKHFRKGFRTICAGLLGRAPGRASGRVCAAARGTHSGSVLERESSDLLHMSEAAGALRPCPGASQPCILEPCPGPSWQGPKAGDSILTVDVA
E-sel TNF inh: E-selectin induction blockers in HUVEC – imaging, immunofluorescence, high content, primary screen | 120,000 compounds, 0.71% hits | inhibition, % at 2 µM | HUVEC TNFa-induced E-selectin immunofluorescence;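 active means inhibition above the batch mean plus 3 SD, and confirmed as a hit on visual image review, cut at about 43% in these data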;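 further: 0% = TNF-stimulated DMSO wells and 100% = unstimulated control wells; not every result past the cut was called active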
HCT116 bCat-KO: primary screen for growth suppressors in beta-catenin knockout HCT116 cells (colon tumor, human); HCT116 beta-catenin knockout viability, CellTiter-Glo, 60 h; active compounds read low; viability, % at 10 µM; 140,000 compounds, 1.5% hits;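 active means viability at or under a set limit, the compound median less 4 SD, cut at about 6% in these data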;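 further: 0% = Hyamine 1622 control at 20 µM and 100% = untreated cell control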
MRP-1 activ: H69AR viability gain despite doxorubicin, primary screen, MRP-1 activator project, H69AR cells, CellTiter-Glo; viability rescue; viability increase, % at 10 µM; 140,000 compounds, 0.61% hits;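 active means viability gain under doxorubicin at or above a set limit, the compound median plus 3 SD, cut at about 4.7% in these data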;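 further: MRP-1 overexpressing cells given doxorubicin 25 µM after compound pretreatment; 18-22 h compound pretreatment then 72 h with doxorubicin before readout; 0% = doxorubicin-only wells and 100% = vehicle-treated cells without doxorubicin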
Yeast growth inh: growth inhibitors of yeast BB579 in restrictive medium, primary screen, yeast lifespan-shortening project, S. cerevisiae; OD615, 48 h; inhibition, % at 10 µM; 140,000 compounds, 0.51% hits; AID 804, 2007;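 active means inhibition above a set limit, 3 SD over the mean compound inhibition, cut at about 44% in these data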; further: inactives centre near -24
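System: Saccharomyces cerevisiae DeaD strain BB579, replicative lifespan model yeast | Buffer or medium: Restrictive glucose-based CSMM-D medium | Times: 4 h preincubation and 48 h exposure at 30 °C | Detection: OD615 turbidity measurement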
Yeast life ext: compounds extending yeast replicative lifespan, primary screen, S. cerevisiae, OD615; S. cerevisiae growth with nicotinamide; deaD strain in restrictive glucose medium; inhibition of the nicotinamide effect, % at 10 µM; 130,000 compounds, 0.68% hits; AID 775, 2007;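 active means inhibition above a set limit, placed 3 SD over the median of all compounds, cut at about 26% in these data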;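 further: 0% = nicotinamide-treated wells and 100% = cells grown without nicotinamide; some compounds called inactive have numbers as strong as hits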
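Measured by: optical density (absorbance) at 615 nm; System: modified budding yeast, DeaD strain; Medium: restrictive CSMM-D dextrose medium; Timing: 4 h preincubation then 48 h treatment at 30 °C.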
NPY-Y2 antag: NPY-Y2 receptor antagonists, primary screen, cell-based; NPY-Y2 expressing cells, antagonist mode; inhibition, % at 2.7 µM; 140,000 compounds, 0.99% hits; in the data active means inhibition above about 17%;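 further: 0% = vehicle with agonist challenge and 100% = reference antagonist with challenge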
Target sequence (P49146 whole entry, looked up): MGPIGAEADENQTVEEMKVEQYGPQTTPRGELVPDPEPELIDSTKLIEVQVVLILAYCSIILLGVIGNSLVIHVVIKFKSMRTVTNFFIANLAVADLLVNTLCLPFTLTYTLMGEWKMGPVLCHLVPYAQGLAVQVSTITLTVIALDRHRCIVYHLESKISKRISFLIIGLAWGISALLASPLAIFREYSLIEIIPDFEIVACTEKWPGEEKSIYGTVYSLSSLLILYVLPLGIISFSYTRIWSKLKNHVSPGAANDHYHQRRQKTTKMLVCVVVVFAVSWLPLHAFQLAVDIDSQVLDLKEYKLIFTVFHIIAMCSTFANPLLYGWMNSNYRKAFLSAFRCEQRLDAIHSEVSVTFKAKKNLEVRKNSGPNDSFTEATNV
Phagocyt inh: inhibitors of macrophage phagocytosis, primary screen, imaging, J774A.1 cells, IgG beads. J774A.1 macrophage IgG-bead phagocytosis. AID 1029, 2008. inhibition, % at 5 µM. 110,000 compounds, 0.07% hits;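 active means inhibition above the mean of the plate negative controls plus 5 SD, cut at about 13% in these data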;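 further: phagocytic index as fraction of beads internalized from green versus red external bead signal; plate controls were DMSO negative control for no effect and cytochalasin-D positive control for full effect; some results beyond the cut were filed as inactive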
HCT116 PTEN-null: growth suppression of PTEN-null HCT116, primary screen, cell-based, CellTiter-Glo | HCT116 PTEN-null viability, 60 h; active compounds read low | viability, % at 10 µM | AID 827, 2007 | 140,000 compounds, 1.2% hits;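 active means viability at or below a set limit, 4 SD under the median of all tested compounds, cut at about 3.7% in these data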;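 further: PTEN knockout HCT116 line with beta catenin targeted HCT116 as companion control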
Measles CPE: compounds protecting cells from measles virus cytopathic effect, primary screen, measles RdRp inhibitor project, single point, MLSMR library, absorbance; Measles virus-infected cells, CPE protection; protection (pct of control), % at 4 µM; 140,000 compounds, 1.5% hits; in the data active means protection mostly above about 24%, no sharp cut-off; inactive means mostly below about 26%; further: some compounds called inactive have numbers as strong as hits
* marks the source's active call; other numbers are inactive results; x = not tested or not shown.

SMILES	GALR2 antag	E-sel TNF inh	HCT116 bCat-KO	MRP-1 activ	Yeast growth inh	Yeast life ext	NPY-Y2 antag	Phagocyt inh	HCT116 PTEN-null	Measles CPE
CCc1nccn1S(=O)(=O)c1ccc(C)c(C)c1	-17	20	100	0.2	-27	-6	1	-1	102	17
CCOC(=O)/C=C(/C)N1N=C(c2ccc(OC)cc2)CC1c1cccc([N+](=O)[O-])c1 (stereo not given)	-11	x	87	-1.1	-4	-3	3	-1	87	9
Cn1c(C(=O)O)c(CC(=O)Nc2ccccc2F)c2ccccc21	0	-13	94	-3.1	-34	0	3	-1	100	12
C/C(=N\NC(=O)c1c(Cl)c(C)nn1C)c1cccc(NC(=O)COc2ccc(Cl)cc2)c1	-14	-8	96	-0.7	4	-15	0	2	104	5
O=C(c1ccco1)N1CCN(C(=O)c2ccccc2Oc2ccccc2)CC1	10	-19	96	-3.9	-23	-7	4	x	86	13
COc1ccc2c(C)nc(Nc3nc(C)cc(C)n3)nc2c1	1	-14	81	-2.9	-34	-27	3	1	83	1
Cc1ncsc1CCOC(=O)c1cccnc1	-5	x	103	-0.5	-88	-1	2	-2	109	26
CCOC(=O)Cn1nc(/C=C/c2ccccc2)ccc1=O	5	34	88	-2.1	-16	-9	3	x	90	15
COc1cccc(NC(=O)N(CCCN2CCOCC2)C(C)c2cc3ccccc3o2)c1 (stereo not given)	-12	8	69	-2.6	-28	-5	5	-2	65	18
CCN1C(=O)C2C(c3cccc(F)c3)NC(CC)(C(=O)OC)C2C1=O (stereo not given)	0	-7	98	0.0	0	-8	-3	1	99	9
Oc1ccc2n[nH]nc2c1	6	-7	94	-0.8	-31	9	3	-2	106	5
CCN(CC)C(=O)Oc1ccc2c(=O)c(-c3ccccc3)coc2c1	-5	-2	85	-0.3	1	-10	3	0	79	10
CCC1(CC)C(=O)N=C2c3ccccc3C(=O)N21	9	12	97	0.6	29	-17	5	x	84	2
COc1cc(C(=O)NCc2nnc(SCC(=O)Nc3cc(C)cc(C)c3)o2)cc(OC)c1OC	0	34	113	-2.1	-16	-17	0	1	100	9
CCN(CC)C(=O)CSc1nc2ccc(NC(=O)CSc3nccn3C)cc2s1	-4	-27	80	-2.6	-13	-9	3	x	83	18
Cc1ccc(N2C(=O)C3C4C=CC(C4)C3C2=O)cc1C (stereo not given)	2	-25	91	-0.7	16	-2	1	-4	97	6
CC(=O)c1ccc(N2CCN(C(=O)C3CCC3)CC2)cc1	1	8	81	-0.4	-42	-14	3	0	82	4
O=c1c2ccccc2c(C=Nc2ccc(S(=O)(=O)N3CCCCC3)cc2)c(O)n1-c1ccc(Cl)cn1	2	-4	96	-1.7	-50	20	0	-7	98	6
C/C(CCC(=O)OC[C@H]1O[C@H](C#Cc2ccccc2)C=C[C@@H]1Oc1ccc(C)cc1)=N\O[C@@H](C)CN1CCCCc2nc(C)c(C)cc21	-7	-38	67	-2.9	-38	2	22*	x	60	6
Cc1cc(O)cc(O)c1C(=O)Cc1cscn1	16	-31	97	-0.5	-23	-4	1	-1	101	10
CCCCCCn1c(=O)[nH]c2nc3cc(N)ccc3nc2c1=O	16	-9	64	-4.2	-3	-7	0	-9	67	24
O=C(Nc1ccc2c(c1)OCO2)c1c(F)cccc1F	-7	-16	82	-0.8	-50	-9	3	4	86	2
COc1ccc(-c2nnc3sc(COc4ccc(C)cc4)nn23)cc1	-13	-13	103	-1.8	-34	-3	7	0	95	21
CCc1cc(C(=O)Nc2ccccc2)cs1	5	63*	81	-1.4	-23	-8	2	-2	86	3
O=C(CCCN1C(=O)CCC1=O)Nc1ccccc1F	0	16	106	0.8	-40	-5	2	0	101	1
O=C(O)CCCCCN1C(=O)C(=O)/C(=C(/O)c2ccccc2)C1c1ccccc1 (stereo not given)	-4	-1	99	-0.3	10	-8	1	-2	101	1
O=C(O)C1C2C=CC(C3CC23)C1C(=O)NCCc1ccccc1 (stereo not given)	-7	-18	90	-1.0	-40	3	3	0	94	4
CC1=C(C(=O)Nc2ccccc2)C(c2ccncc2)C(C#N)=C(SCC(=O)NC(C)C)N1 (stereo not given)	4	37	104	-0.1	-2	-15	2	-1	98	6
Cc1ccc(N2CC(C(=O)Nc3cc(C)ccc3F)CC2=O)cc1 (stereo not given)	-1	-36	96	-1.9	-47	-7	5	3	96	8
CCOC(=O)C1CCN(C(c2cc3c(C)ccc(C)c3[nH]c2=O)c2nnnn2C2CCCCC2)CC1 (stereo not given)	-7	x	65	0.0	-50	-16	1	1	50	12
COc1ccc(CCNC(=O)C2CCN(S(=O)(=O)c3cnc[nH]3)CC2)cc1OC	3	-23	90	-1.5	-21	3	1	-4	100	14
COC(=O)c1ccc(OCC(O)CN2CCC(C)CC2)cc1 (stereo not given)	10	-12	87	-1.3	-7	-10	3	-1	88	2
CCCOc1cc(N(CC)CC)ccc1/C=C(/C#N)c1nc2ccc(C)cc2[nH]1	25	24	69	-3.9	-5	3	2	-5	62	20
CCN(CC)c1ccc(-n2c(O)c(C=C3N=c4ccccc4=N3)sc2=S)cc1	7	x	94	0.0	-36	1	-2	x	88	34
CC(C)(C)OC(=O)N1CCC[C@H]1c1nnc(SCc2c(F)cccc2Cl)o1	-7	x	72	-4.1	-20	8	4	-1	80	7
CC(C)C1Cc2c(sc(NC(=S)NC(=O)c3ccccc3)c2C#N)CO1 (stereo not given)	13	x	90	-0.8	-11	1	0	-1	93	10
Cc1cc(NC(=O)c2ccccc2)sc1C	4	x	76	-3.4	-22	-17	2	-1	72	13
CCC(Oc1cc(Cl)ccc1Cl)C(=O)NN1C(=O)C2C3CCC(C3=C(C)C)C2C1=O (stereo not given)	-11	-25	70	-1.2	-34	-21	2	-2	59	4
CCCOc1ccc(S(=O)(=O)NCc2ccc(OC)cc2)cc1	0	-42	100	0.2	-68	1	9	1	90	2
O=C(Nc1ccc(S(=O)(=O)N2CCC(C(=O)NC3CCCCC3)CC2)cc1)c1ccco1	-6	-1	96	-0.8	-53	-2	1	-3	92	1

Three compounds out of the list, ordered by length of the SMILES, descending.
SMILES	GALR2 antag	E-sel TNF inh	HCT116 bCat-KO	MRP-1 activ	Yeast growth inh	Yeast life ext	NPY-Y2 antag	Phagocyt inh	HCT116 PTEN-null	Measles CPE
O=C(Nc1ccc(S(=O)(=O)N2CCC(C(=O)NC3CCCCC3)CC2)cc1)c1ccco1	-6	-1	96	-0.8	-53	-2	1	-3	92	1
CCN(CC)c1ccc(-n2c(O)c(C=C3N=c4ccccc4=N3)sc2=S)cc1	7	x	94	0.0	-36	1	-2	x	88	34
Cc1ccc(N2CC(C(=O)Nc3cc(C)ccc3F)CC2=O)cc1 (stereo not given)	-1	-36	96	-1.9	-47	-7	5	3	96	8

A second format for 4 compounds above:
molecule: O=C(O)CCCCCN1C(=O)C(=O)/C(=C(/O)c2ccccc2)C1c1ccccc1 (stereo not given)
  GALR2 antag: -4
  E-sel TNF inh: -1
  HCT116 bCat-KO: 99
  MRP-1 activ: -0.3
  Yeast growth inh: 10
  Yeast life ext: -8
  NPY-Y2 antag: 1
  Phagocyt inh: -2
  HCT116 PTEN-null: 101
  Measles CPE: 1
molecule: O=C(O)C1C2C=CC(C3CC23)C1C(=O)NCCc1ccccc1 (stereo not given)
  GALR2 antag: -7
  E-sel TNF inh: -18
  HCT116 bCat-KO: 90
  MRP-1 activ: -1.0
  Yeast growth inh: -40
  Yeast life ext: 3
  NPY-Y2 antag: 3
  Phagocyt inh: 0
  HCT116 PTEN-null: 94
  Measles CPE: 4
molecule: CC1=C(C(=O)Nc2ccccc2)C(c2ccncc2)C(C#N)=C(SCC(=O)NC(C)C)N1 (stereo not given)
  GALR2 antag: 4
  E-sel TNF inh: 37
  HCT116 bCat-KO: 104
  MRP-1 activ: -0.1
  Yeast growth inh: -2
  Yeast life ext: -15
  NPY-Y2 antag: 2
  Phagocyt inh: -1
  HCT116 PTEN-null: 98
  Measles CPE: 6
molecule: Cc1ccc(N2CC(C(=O)Nc3cc(C)ccc3F)CC2=O)cc1 (stereo not given)
  GALR2 antag: -1
  E-sel TNF inh: -36
  HCT116 bCat-KO: 96
  MRP-1 activ: -1.9
  Yeast growth inh: -47
  Yeast life ext: -7
  NPY-Y2 antag: 5
  Phagocyt inh: 3
  HCT116 PTEN-null: 96
  Measles CPE: 8

(further entries)
SMILES	GALR2 antag	E-sel TNF inh	HCT116 bCat-KO	MRP-1 activ	Yeast growth inh	Yeast life ext	NPY-Y2 antag	Phagocyt inh	HCT116 PTEN-null	Measles CPE
COc1ccc(-n2c3c(cc(C(=O)N4CCC(C)CC4)c2=O)C(=O)CC(C)(C)C3)cc1	3	-10	90	-0.1	-6	-4	1	0	94	7
N#CC1=C(N)Oc2n[nH]c(-c3cccs3)c2C1C1C=CCCC1 (stereo not given)	10	11	94	-0.9	-54	-3	8	0	101	18
COc1ccc(NC(=S)Nc2cccc(S(=O)(=O)N3CCCCC3)c2)cc1	5	-26	74	-2.0	-42	7	0	2	80	10
CC(C)(C)c1ccc(Oc2ccc(N)cc2)cc1	15	x	92	-3.5	-59	15	-3	-3	90	8
CCN(CC)CCNc1ccnc2cc(Cl)ccc12	22	-19	52	-2.3	25	-3	11	0	54	7
O=C(Nc1nnc(C2CC2)s1)c1cc([N+](=O)[O-])ccc1N1CCCCC1	-1	-2	80	-3.1	-23	5	8	-3	74	2
O=C(CN1C(=O)NC2(CCCc3ccccc32)C1=O)N1CCc2ccccc2C1 (stereo not given)	-6	x	92	-0.5	-18	-12	2	-2	100	14
CCn1c(CNc2ccc(C)cc2)nnc1SCC(=O)NCc1ccccc1	6	-10	97	-1.5	-22	-12	1	0	95	4
COC(=O)C(O)(CC(=O)c1ccc(OC)cc1)C(F)(F)F (stereo not given)	-2	5	92	-0.3	-19	-12	1	-1	100	7
CC1CCN(S(=O)(=O)c2ccc(NC(=O)Cn3nnc(-c4ccccc4F)n3)cc2)CC1	-6	-8	95	-3.9	-16	-3	-3	-1	86	3
CCC(=O)Nc1nc(OC)cc(OC)n1	-4	3	106	0.0	-38	2	3	0	107	5
Cc1nc2ccccn2c1C(=O)Nc1ccc2c(c1)OCCO2	7	13	98	-1.6	-5	x	4	x	103	30
O=C(O)c1ccccc1C(=O)N(Cc1ccccc1)Cc1ccccc1	-21	7	95	0.7	-33	5	2	0	106	11
CCOC(=O)c1c(C(F)(F)C(F)(F)C(F)(F)C(F)(F)F)n[nH]c1C	2	-2	87	-1.3	-34	-6	2	0	72	4
CC(C)OCCCNC(=O)c1cccc(NC(=O)c2ccccc2)c1	10	-15	97	-2.1	-22	5	3	5	97	34
O=C1CC(Nc2ccc(N3CCOCC3)cc2)C(=O)N1c1ccccc1 (stereo not given)	2	9	102	-3.1	18	-15	1	-1	95	9
